Assay outcomes (PubChem)
MITF primary: inhibitors of human MITF | O75030 | AlphaScreen MITF homodimerization, bead proximity signal | inhibition, % at 2.6 µM | 650,000 compounds, 0.91% hits | AID 1259374; in the data active means inhibition above about 50%;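 further: 0% = vehicle wells with protein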
FBW7 activator: activators of human E3 ligase FBW7 | Q969H0 | AlphaScreen FBW7–phospho-cyclin E peptide binding, activator screen | normalized activity (activation), % at 26.1 µM | 650,000 compounds, 0.13% hits; in the data active means normalized activity above about 1.9%;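 further: purified mutant Fbw7 with reduced substrate affinity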
Target sequence (Q969H0 whole entry, looked up): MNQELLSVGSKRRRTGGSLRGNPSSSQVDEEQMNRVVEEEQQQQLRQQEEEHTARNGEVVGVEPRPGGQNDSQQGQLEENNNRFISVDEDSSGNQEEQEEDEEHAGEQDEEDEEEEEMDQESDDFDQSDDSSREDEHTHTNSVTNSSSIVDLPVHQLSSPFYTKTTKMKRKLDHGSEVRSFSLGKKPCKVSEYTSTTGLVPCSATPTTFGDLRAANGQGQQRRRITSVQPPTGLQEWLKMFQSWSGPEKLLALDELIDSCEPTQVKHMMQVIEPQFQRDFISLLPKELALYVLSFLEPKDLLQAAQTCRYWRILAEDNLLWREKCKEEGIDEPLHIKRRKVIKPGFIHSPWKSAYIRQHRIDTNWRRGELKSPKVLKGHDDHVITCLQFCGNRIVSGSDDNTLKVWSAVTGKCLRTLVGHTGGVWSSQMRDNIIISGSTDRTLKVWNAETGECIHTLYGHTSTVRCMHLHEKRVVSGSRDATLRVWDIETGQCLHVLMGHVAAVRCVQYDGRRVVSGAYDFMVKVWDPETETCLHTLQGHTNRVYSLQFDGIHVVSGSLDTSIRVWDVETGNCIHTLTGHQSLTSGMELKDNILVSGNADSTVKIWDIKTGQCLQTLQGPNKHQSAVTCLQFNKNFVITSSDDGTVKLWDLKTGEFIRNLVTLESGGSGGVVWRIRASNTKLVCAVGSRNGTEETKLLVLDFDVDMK
TEAD-YAP block: TEAD-YAP interaction inhibition; HEK-TIYL cells, TEAD-Gal4/YAP UAS-luciferase luminescence; 640,000 compounds, 1.4% hits; inhibition, % at 9.12 µM; in the data active means inhibition above about 32%;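 further: 0% = median of test compound wells and 100% = reference inhibitor wells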
GPR151 activ: activators of human GPR151. PathHunter beta-arrestin GPR151 cells, luminescence. 650,000 compounds, 1% hits. activation, % at 11.2 µM. AID 1508602. Q8TDV0; in the data active means activation above about 4.9%;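 further: 0% = median of compound wells and 100% = cells with positive control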
Target sequence (Q8TDV0 whole entry, looked up): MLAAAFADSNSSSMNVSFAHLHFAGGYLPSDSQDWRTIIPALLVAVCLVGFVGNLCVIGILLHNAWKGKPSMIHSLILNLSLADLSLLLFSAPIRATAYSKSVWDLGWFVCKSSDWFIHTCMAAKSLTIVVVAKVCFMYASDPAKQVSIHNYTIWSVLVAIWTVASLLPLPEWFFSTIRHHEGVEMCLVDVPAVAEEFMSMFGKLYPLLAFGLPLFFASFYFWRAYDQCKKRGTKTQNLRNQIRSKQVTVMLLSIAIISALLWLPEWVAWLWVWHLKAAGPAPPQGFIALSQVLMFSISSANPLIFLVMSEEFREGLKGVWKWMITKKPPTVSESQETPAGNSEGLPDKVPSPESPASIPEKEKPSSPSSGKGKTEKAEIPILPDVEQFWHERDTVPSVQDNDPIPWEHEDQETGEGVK
* hit, by the source's call.

Start of the data: the first 3 records (preview)
smiles,MITF primary,FBW7 activator,TEAD-YAP block,GPR151 activ
C[N+]1(C)Cc2cc3ccccc3cc2C1,-1,0.1,8,-0.1
CC1(C2CCN(Cc3cc4ccccc4o3)CC2)NC(=O)NC1=O (centres undefined),-7,-0.1,-8,0.9
O=C(c1ccccc1[N+](=O)[O-])N1CC2C3C=CC(C3)C2C1 (centres undefined),-2,-0.1,5,-0.2

This part in full, repeating the preview:
smiles,MITF primary,FBW7 activator,TEAD-YAP block,GPR151 activ
C[N+]1(C)Cc2cc3ccccc3cc2C1,-1,0.1,8,-0.1
CC1(C2CCN(Cc3cc4ccccc4o3)CC2)NC(=O)NC1=O (centres undefined),-7,-0.1,-8,0.9
O=C(c1ccccc1[N+](=O)[O-])N1CC2C3C=CC(C3)C2C1 (centres undefined),-2,-0.1,5,-0.2
CC1(C)CC(C)(O)P(=O)(c2ccccc2)O1 (centres undefined),5,-0.1,1,1.4
CCOc1ccc2nc(NCc3ccc(F)cc3)sc2c1,8,0.7,-28,1.2
Cc1cc(N)nc(Nc2ccc(-n3ccnc3)cc2)n1,6,0.2,-5,0.1
CC(=O)N1CCOc2cc(S(=O)(=O)NC3CCCCCCC3)c(C)cc21,-5,-0.2,-8,1.8
COc1cc(C=C2C(=O)N(C)C(=O)N(C)C2=O)ccc1O,-5,-0.1,-7,-1.3
COc1ccc(NC(=O)COc2ccc(Cl)c(C)c2)cc1OC,1,0.0,2,1.0
COc1cccc(-c2cnc(N)c(N[C@@H](CO)C(C)C)n2)c1,6,0.2,12,-0.8
Cc1ccc(-c2nc3ccccc3s2)cc1[N+](=O)[O-],-1,-0.2,-32,0.9
CCOC(=O)c1ccccc1NC(=O)c1sc(NC(=O)CCCOc2ccc(Cl)cc2Cl)c(C(=O)OCC)c1C,-1,0.3,2,-0.4
CC(=O)c1ccc(NC(=O)Cn2c(=O)n(CCc3ccccc3)c(=O)c3ccccc32)cc1,1,0.0,-25,-0.4
Cc1ccc(-c2nnc(NC(=O)c3ccccc3S(C)(=O)=O)o2)c(C)c1,-4,-0.5,2,-0.3
CC1OC(Nc2ccc(Cl)cc2)C(O)C(O)C1O (centres undefined),6,0.1,-5,1.3
Cc1cc(N(C)C)nc(N2CCC(C(=O)NC(C)(C)C)CC2)n1,-3,-0.2,-7,0.8
CC1C/C(=C/c2ccccn2)C(=O)/C(=C/c2ccccn2)C1 (centres undefined),1,-0.4,80*,1.2
COC(=O)c1ccc(NC(=O)CNS(=O)(=O)c2c(C)cc(C)cc2C)cc1,20,0.6,-12,0.5
Cc1ccc(S(=O)(=O)n2ccn(CC(=O)Nc3ccc(Cl)cc3)c2=O)cc1,20,0.0,18,-1.0
Cc1noc(C)c1-c1cc(C(=O)NCCCN2CCCC2=O)ccn1,7,0.6,3,1.4
COCCNCC(=O)Nc1cccc(C)c1C,-3,0.1,-2,0.0
CC(C)C1CC(CCN2C(=O)CCC2=O)(c2ccccc2)CCO1 (centres undefined),-8,-0.1,-2,0.4
O=C(Nc1ccc(Cl)cc1)c1scc2c1CCCC2,-11,0.1,-42,-2.4
Cc1cccc(C2C=C(c3ccc(Cl)cc3)Nc3nnnn32)c1 (centres undefined),2,0.3,2,-0.5
COc1cc(NS(=O)(=O)c2ccc(NC(=O)/C=C/c3cccc4ccccc34)cc2)nc(OC)n1,-7,-0.2,0,1.3

The list goes on:
smiles,MITF primary,FBW7 activator,TEAD-YAP block,GPR151 activ
COc1ccc(C2SCCN2C(=O)c2cc3cc(Br)cc(Br)c3oc2=O)cc1Br (centres undefined),15,0.1,0,-0.6
COc1ccc(N2CCN(S(=O)(=O)c3ccc(C)c([N+](=O)[O-])c3)CC2)cc1,17,0.0,19,1.8
CC(=O)Oc1ccc2c(-c3cc4cc(Cl)ccc4oc3=O)cc(=O)oc2c1,7,0.0,4,1.0
CCc1nc2ccccc2n1C(=O)c1ccccc1C(=O)O,0,0.0,5,1.3
CC1(C)Cc2ccccc2-c2nc(-c3ccccc3)n(Cc3ccccc3)c(=O)c21,12,-0.1,4,-0.2
C/C(=N\NC(=O)CCN1CCN(C(c2ccccc2)c2ccccc2)CC1)c1ccncc1,1,-0.1,0,-1.3
O=C(CN1C(=O)/C(=C\c2ccccc2Cl)Sc2ccccc21)N1CCCC1,0,0.1,-1,0.0
O=C1C2CC=C(Cl)CC2C(=O)N1c1ccc(N2C(=O)C3CC=C(Cl)CC3C2=O)cc1 (centres undefined),9,0.1,2,1.2
CC1CN(C(=O)COC(=O)/C(C#N)=C/c2ccc(N(C)C)cc2)CC(C)O1 (centres undefined),17,0.0,-14,-0.2
Cc1cc(C)c(S(=O)(=O)Nc2ccc3c(c2)CCCN3C(=O)C(C)C)cc1C,-7,2.0*,2,1.4
Cc1ccc(C(=O)OCC(=O)Nc2ccc3c(c2)OCO3)cc1,12,-0.1,4,-0.5
CC(=O)Nc1cccc(NC(=O)CSc2nccn2Cc2ccccc2)c1,19,0.0,8,0.9
OC(COc1ccc(-c2ccccc2)cc1)CN1CCCC1 (centres undefined),2,-0.4,5,-0.7
Cc1ccc(C2=NN(c3nc(-c4ccccc4)c4cc(Cl)ccc4n3)C(c3ccccc3Cl)C2)cc1 (centres undefined),19,0.0,13,-0.6
Cn1c(=O)n(C)c2cc(NC(=O)c3ccc(F)cc3)c(Br)cc21,-3,-0.1,3,0.6
CS(=O)(=O)c1ccccc1CN1CCC(N(Cc2ccco2)S(C)(=O)=O)CC1,7,0.1,0,0.4
COc1ccc(-n2c(C)cc(/C=C3/NC(=O)N(Cc4ccccc4F)C3=O)c2C)cc1,5,-0.1,3,1.0
CCOC(=O)C1=C(c2ccccc2)N=c2s/c(=C/c3cn(C)c4ccccc34)c(=O)n2C1c1cccc(OC)c1 (centres undefined),-7,0.0,-9,0.5
O=C(CN1CCC(n2nnc3cc(C(F)(F)F)ccc32)CC1)NCc1cccs1,0,0.0,-8,-1.6
O=C1OC(c2ccc(Cl)c(Cl)c2)=N/C1=C\c1cc(Br)cs1,2,0.0,-2,-0.7
NC(=O)c1ccccc1OCc1ccc([N+](=O)[O-])cc1,-1,0.1,5,-1.6
OCCNc1nc(NCCN2CCOCC2)nc2c1ncn2-c1ccccc1,3,0.0,9,-1.6
O=C(COc1ccc(Br)cc1Cl)Nc1cccc([N+](=O)[O-])c1,8,0.0,-95,0.6
CCn1cc(S(=O)(=O)CC(=O)Nc2ccc(C)cc2C)c2ccccc21,-3,-0.1,-11,1.6
CCOc1ccc(Nc2cc(C)nc3nc(C)nn23)cc1,12,0.5,17,-1.0

Next results
Second line of a record – MITF primary	FBW7 activator	TEAD-YAP block	GPR151 activ
COC(=O)C1=CN(CCOC23CC4CC(CC(C4)C2)C3)C=C(C(=O)OC)C1c1cccc(Cl)c1Cl
 : 8	0.3	6	1.6
Cc1ccc(NC(=O)CN2C(=O)CN(c3ccc(Br)cc3)C2=O)cc1
 : -9	0.0	3	1.0
O=C(O)c1ccccc1C(=O)N1CCCC1
 : 0	-0.1	-12	-1.4
Cc1ccnc(NC(=O)CN2Cc3ccccc3C2=O)c1
 : -3	-0.1	-5	-0.1
CCOC(=O)C1=C(C)N=c2s/c(=C/c3cc4c(cc3Cl)OCO4)c(=O)n2C1c1cccc(OC)c1 (centres undefined)
 : -10	-0.1	-5	0.2
COc1ccc(S(=O)(=O)N(CC(=O)Nc2ccc(OC)c(OC)c2)c2ccc(Cl)cc2)cc1
 : 12	0.0	3	0.1
CC(C(=O)NCCc1ccccc1F)N1C(=O)c2ccccc2C1=O (centres undefined)
 : 3	-0.1	-6	-0.9
COC(=O)C(C)n1c(=O)c2c(nc3n(-c4ccccc4C)c(C)cn23)n(C)c1=O (centres undefined)
 : 0	0.1	11	-0.1
COc1ccc(CCC(=O)N2CCC(Cn3c(C)nc4ccccc43)CC2)cc1
 : 78*	-0.5	15	0.6
COc1ccc(CNC(=O)CN(C2CCCCC2)S(=O)(=O)c2ccc(C)cc2)cc1
 : -6	0.1	-6	0.2

The list continues.
Second line of a record – MITF primary	FBW7 activator	TEAD-YAP block	GPR151 activ
Cc1cc(-n2c(SCC(=O)Nc3ccc(C)c(Cl)c3)nc3n[nH]c(C)c3c2=N)ccc1Cl
 : 2	-0.1	-1	-0.4
O=S(=O)(c1ccc(F)cc1)c1nc(-c2ccc(F)cc2)oc1NCCCn1ccnc1
 : -3	-0.1	-5	0.1
CC(C)Cc1cc(CN2CCN(Cc3ccsc3)C(CCO)C2)[nH]n1 (centres undefined)
 : -2	-0.1	0	0.4
COc1ccc([N+](=O)[O-])cc1N=Cc1c(C)[nH]n(-c2ccccc2)c1=O
 : -3	0.6	5	0.5
CCOC(=O)CC(N)c1ccc(Cl)c(Cl)c1 (centres undefined)
 : 8	0.2	2	1.1
CCCNc1nc(NCCCN2CCCC2=O)nc2c1ncn2C1CCCCC1
 : 12	0.1	-22	-0.6
Cc1cc2nc(-c3cccnc3SCC(=O)NCc3ccco3)[nH]c2cc1C
 : -6	0.1	37*	-11
Cc1cn2c3ccccc3n(CCN3CCCC3)c2n1
 : -7	0.0	-2	-0.1
NC(=O)C1CC(O)CN1c1ncnc2cc(-c3ccc(F)cc3)sc12 (centres undefined)
 : -8	-0.2	-9	1.5
COC(=O)c1ccc(NS(=O)(=O)c2cccc3nonc23)cc1
 : 12	0.0	4	0.0

New compounds follow.
Second line of a record – MITF primary	FBW7 activator	TEAD-YAP block	GPR151 activ
COc1cc2nc(Nc3ccncn3)nc(N)c2cc1OC
 : 9	0.0	-4	-2.5
O=c1oc(-c2cccs2)nc2ccc(Br)cc12
 : 6	0.1	5	-2.7
O=C1Nc2c(I)cccc2C1=O
 : 11	0.1	6	-1.0
CC(C)n1c2ccccc2n2c(=O)c(=O)n(CC(=O)Nc3ccc4c(c3)CCC4)nc12
 : -8	0.0	-4	0.5
CCOC(=O)Cn1c(=O)n2nc(CCn3nc(C)cc3C)nc2c2ccccc21
 : -2	0.0	1	-0.2
O=C(CCCn1c(SCc2ccc(Cl)cc2)nc2ccsc2c1=O)NCc1ccc2c(c1)OCO2
 : 13	-0.1	4	-1.3
NC(=O)c1ccc(-c2nc(NCc3nc4ccccc4[nH]3)c3ncn(C4CCCCC4)c3n2)cc1
 : -3	-0.2	18	3.2
Cc1ccccc1N1C(=O)c2ccc(C(=O)OCc3nnc(-c4cccs4)o3)cc2C1=O
 : 3	0.4	0	-0.7
CCOc1ccc(NC(=O)CN2CCN(c3ccccc3OC)CC2)cc1
 : 7	0.0	21	0.4
CCN1CCC(NCc2cccc(C(F)(F)F)c2)CC1
 : 1	-0.2	3	-0.2

Following part.
Second line of a record – MITF primary	FBW7 activator	TEAD-YAP block	GPR151 activ
CCOc1ccc(C(=O)NC(=S)Nc2ccccc2C(=O)OC)cc1
 : 6	0.0	-4	6.8*
COc1ccc(CCNC(=O)Cn2cnc3sc(C)c(C)c3c2=O)cc1OC
 : 5	0.0	6	0.1
COc1ccc(NC2SC(=O)N(Cc3ccccc3)C2=O)cc1 (centres undefined)
 : 14	0.5	4	-0.4
CCOC(=O)c1cnc2ccc(C(=O)OC)cc2c1Nc1cccc(Cl)c1
 : 2	0.0	-3	-0.2
Cc1cccc(NC(=O)Cn2c(=O)oc3cc(S(=O)(=O)N4CCCC4)ccc32)c1C
 : 3	0.0	3	1.6
Cc1sc2ccc(Br)cc2[n+]1CCC(=O)O
 : 13	0.5	9	-0.9
Cc1c(Cl)c(C)c(C2=NON3N(C(=O)C(C)C)c4ccccc4N23)c(C)c1Cl
 : -12	0.1	8	-0.5
C=CCn1c(=N)n(CC(O)COc2ccccc2)c2ccccc21 (centres undefined)
 : 5	0.0	8	-0.1
C=CCn1c(SCC(=O)NCc2ccco2)nnc1-c1ccc2[nH]c(C)c(C)c2c1
 : 20	0.2	17	-0.3
COc1ccc(C2(NC(=O)Cc3nonc3C)CCCCC2)cc1
 : 0	-0.1	-7	-1.1

Single values from the list.
Result of `CCCNc1nc(NCCCN2CCCC2=O)nc2c1ncn2C1CCCCC1` in FBW7 activator: 0.1
Result of `Cc1cc(N(C)C)nc(N2CCC(C(=O)NC(C)(C)C)CC2)n1` in GPR151 activ: 0.8
Result of `NC(=O)c1ccccc1OCc1ccc([N+](=O)[O-])cc1` in TEAD-YAP block: 5
Result of `CCOC(=O)Cn1c(=O)n2nc(CCn3nc(C)cc3C)nc2c2ccccc21` in FBW7 activator: 0.0
Result of `C/C(=N\NC(=O)CCN1CCN(C(c2ccccc2)c2ccccc2)CC1)c1ccncc1` in FBW7 activator: -0.1

Carrying on.
Second line of a record – MITF primary	FBW7 activator	TEAD-YAP block	GPR151 activ
Cc1ccc(CNC(=O)c2ccc3nc4[nH]c5ccccc5c4nc3c2)cc1
 : -4	0.0	2	1.2
CCOc1ccc(N=C2SC(C(=O)Nc3ccc(NC(C)=O)cc3)CC(=O)N2c2ccc(OCC)cc2)cc1 (centres undefined)
 : 3	0.1	7	1.3
O=C(Cn1c2ccccc2c(=O)c2ccc(Cl)cc21)Nc1ccc(Br)cn1
 : 11	0.0	1	0.8
CCOC(=O)c1nn(-c2ccc(F)cc2)c(=O)c(C#N)c1C
 : 3	0.1	1	0.6
CN1CCN(c2cc(-n3nc(-c4ccccc4)cc3-c3ccccc3)ncn2)CC1
 : 8	-0.1	-7	1.4
CC(C)Oc1c(Cl)cc(CNC(C)(C)CO)cc1Cl
 : -13	0.1	-9	0.6
COc1ccc(N2CC(c3nc(-c4ccc(OC)c(OC)c4)no3)CC2=O)cc1Cl (centres undefined)
 : 1	0.1	2	0.2
Cc1noc(C)c1COC(=O)c1cc2c(s1)CCC(C)C2 (centres undefined)
 : 7	-0.1	6	0.9
CCCCC(=O)Nc1nc2c(F)cccc2s1
 : 9	0.1	-44	-0.4
CC1=C(C(=O)Nc2cccnc2)C(c2ccc(OCc3ccccc3)cc2)n2ncnc2N1 (centres undefined)
 : -15	0.0	1	4.1
